APP 5'UTR act = activates APP 5'UTR luciferase reporter; SH-SY5Y APP 5'UTR luciferase reporter, luminescence; zero percent = DMSO vehicle wells; activation, % at 2 µM; 190,000 tested, 1% active;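 active = activation above a set limit, based on mean plus 3 SD of controls, cut at about 140% in these data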; note: values of inactives mirror those of a sister screen read the other way
STAT1 activator = increases IFN-gamma driven STAT1 reporter signal. activation (% of control), % at 5.5 µM. 200,000 tested, 2.6% active. NIH 3T3 STAT1-luciferase reporter, luminescence; 100% = IFN-gamma alone, no compound;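 active = activation above the screen-wide mean activation plus 3 SD, cut at about 130% in these data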;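 note: raw ratio to IFN-gamma control signal so 100% means no change and 0% no light; values of inactives mirror those of a sister screen read the other way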
HMGR II inh = inhibitors of class II HMG-CoA reductase from Enterococcus faecalis. inhibition, % at 10 µM. AID 1066. purified E. faecalis HMGR, NADPH absorbance 340 nm kinetic. 190,000 tested, 0.41% active;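 active = inhibition above a set limit, the median over all tested compounds plus 3 SD, cut at about 9.5% in these data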;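 note: enzyme runs in reverse so mevalonate oxidation gives rising NADPH absorbance; 0% = complete reaction with DMSO and 100% = background rate lacking mevalonate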
NF-kB neuron act = NF-kB expression increase, human neuronal cells. 190,000 tested, 1.6% active. fold change at 12.5 µM. NF-kB reporter expression; stronger effect = higher value; in the data active = fold change above about 3.3
Redox H2O2 prof = compounds producing H2O2 with reducing agent – biochemical, NIH compound library profiling, artefact control for MLSCN library redox annotation, primary screen; DTT-dependent redox cycling H2O2, phenol red/HRP absorbance; 100% = 100 µM peroxide control, 0% = buffer; activation, % at 10 µM; 200,000 tested, 0.03% active;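 active = activation of at least 50% relative to the plate's high and low controls in the primary single-dose screen; inactive = activation below 50%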;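 note: compound incubated with DTT at 0.8 mM final as the reducing agent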
APP 5UTR inh = APP translation inhibition. SH-SY5Y APP 5'UTR-luciferase reporter, luminescence. inhibition, % at 2 µM. 190,000 tested, 0.82% active. AID 1285;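 active = inhibition above a set limit, derived from the sample mean plus 3 SD, cut at about 45% in these data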; note: values of inactives mirror those of a sister screen read the other way
G6PDH counter = L. mesenteroides G6PDH inhibition counter-screen; Purified L. mesenteroides G6PDH, diaphorase/resazurin coupled fluorescence, 45 min; inhibition, % at 5 µM; 200,000 tested, 0.12% active; in the data active = inhibition above about 50%
FLuc inhib CS = inhibits firefly luciferase, flagging false hits in luciferase inhibition screens; P08659; ATPLite firefly luciferase biochemical luminescence, 10 min; inhibition, % at 10 µM; 200,000 tested, 1.5% active; AID 1006;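 active = inhibition above about 50% when tested at 10 µM, limit read from the data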
Target sequence (P08659 whole entry, looked up): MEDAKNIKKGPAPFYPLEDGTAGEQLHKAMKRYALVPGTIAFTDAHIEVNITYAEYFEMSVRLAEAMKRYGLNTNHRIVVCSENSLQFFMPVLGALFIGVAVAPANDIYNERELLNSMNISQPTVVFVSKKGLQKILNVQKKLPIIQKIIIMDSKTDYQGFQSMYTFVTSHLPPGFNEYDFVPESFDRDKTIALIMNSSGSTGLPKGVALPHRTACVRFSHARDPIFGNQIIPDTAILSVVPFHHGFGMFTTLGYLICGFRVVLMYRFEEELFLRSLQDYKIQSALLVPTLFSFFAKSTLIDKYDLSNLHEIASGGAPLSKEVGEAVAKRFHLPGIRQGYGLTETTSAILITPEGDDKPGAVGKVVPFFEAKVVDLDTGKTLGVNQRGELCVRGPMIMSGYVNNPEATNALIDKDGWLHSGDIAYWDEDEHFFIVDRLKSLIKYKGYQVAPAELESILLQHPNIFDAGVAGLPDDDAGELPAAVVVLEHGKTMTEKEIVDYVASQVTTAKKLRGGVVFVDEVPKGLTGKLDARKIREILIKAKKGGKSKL
FLuc act counter = affects firefly luciferase, flagging false hits in luciferase stimulation screens; P08659; ATPlite luciferase biochemical, luminescence, 10 min; 0 = ATP-free wells, 1 = DMSO control; activation factor at 10 µM; 200,000 tested, under 10 active; AID 1027;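 active = luciferase activation factor, scaled between plate controls, of at least 2 with compound at 10 µM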
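Assay system: Luciferase/luciferin reagent mix; Medium: PBS as buffer for the ATP substrate; Dosing: test compounds dosed from 2 mM stocks in 100% DMSO; Times: 10 min, room temperature; Signal: luminescence from luciferase reaction; Read-out: luciferase activation; Controls: No-ATP low control, compound-free enzyme-plus-ATP high control.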
Hsp70 act = transcriptional activators of Hsp70. HeLa Hsp70 promoter luciferase reporter, luminescence; scaled: vehicle 0, proteasome-inhibitor control 100%. activation, % at 10 µM. 200,000 tested, 0.04% active;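 active = activation above the mean across all tested compounds plus 3 SD, cutoff set per campaign, cut at about 5.5% in these data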;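 note: 100% = MG132 at 30 µM as the positive control and 0% = DMSO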
An asterisk follows results filed as active; x = not tested or not shown.

Compound	APP 5'UTR act	STAT1 activator	HMGR II inh	NF-kB neuron act	Redox H2O2 prof	APP 5UTR inh	G6PDH counter	FLuc inhib CS	FLuc act counter	Hsp70 act
Cc1cc(C)c2nc(N3CCCN(C(=O)c4ccco4)CC3)c(C#N)cc2c1	4	95	-1	1.6	0.8	-4	14	2	1	-0.2
COCCNC(=O)C(c1ccccc1C)N(CCOC)C(=O)Cn1nnc2ccccc21 (stereo unspecified)	-1	98	x	0.9	0.6	1	7	-6	1.1	0.0
COc1ccc2c(C(=O)CN3CCC(C)CC3)c[nH]c2c1	-3	112	-2	1.1	0.4	3	2	-2	1	0.0
O=C(CSc1ccccc1)Nc1ccc(NC(=O)c2ccco2)cc1	6	109	-1	1.4	1.2	-6	4	0	1	-0.3
CCC(Oc1ccccc1)C(=O)Nc1nc2ccccc2[nH]1 (stereo unspecified)	14	115	4	1.3	0.0	-14	1	7	0.9	-0.6
CN1CCC(N(C)C(=S)NC(=O)c2cc(-c3cccc(Br)c3)nc3ccccc23)CC1	-7	106	1	0.81	-0.5	7	1	17	0.8	0.1
CC(Sc1nncn1C)C(=O)Nc1ccccc1-c1ccccc1 (stereo unspecified)	-3	95	-1	1	-0.2	3	9	-4	1	-0.1
CCOC(=O)c1ccc(S(=O)(=O)NCCN2CCOCC2)cc1	2	94	4	1.1	-1.4	-2	5	-4	1	0.0
CCOCCCNc1nc2c([nH]1)c(=O)n(C)c(=O)n2C	8	96	-4	1.1	2.4	-8	0	0	1	-0.4
CSc1nc(N)c(C#N)c(-c2ccc(Cl)cc2)c1C#N	-4	100	-3	1.2	-1.9	4	4	-5	1	-0.2
O=C(NC(Cc1c[nH]c2ccccc12)C(=O)O)c1ccco1 (stereo unspecified)	0	99	-6	1.1	0.2	0	-1	4	1	-0.4
CCOC(=O)N1CCC(N2Cc3cccc(C(=O)N4CC(C)CC(C)C4)c3C2=O)CC1 (stereo unspecified)	0	102	-2	1.1	-0.1	0	5	1	1	-0.2
CCOC(=O)c1sc(/N=C/N(C)C)c(C(=O)OCC)c1C	18	102	-5	2.3	2.2	-18	5	-6	1.1	-0.5
COc1ccc(OC)c(NC(=S)NCc2cccnc2)c1	10	97	5	1	0.0	-10	-1	-4	1	-0.3
O=c1[nH][nH]c(-c2ccccc2O)c1C(C[N+](=O)[O-])c1ccc(Br)cc1 (stereo unspecified)	-6	96	1	1.1	0.3	6	7	-4	1	0.0
C/C=C/Cn1c(Br)nc2c1c(=O)n(C)c(=O)n2C	-5	103	-3	1.1	-0.9	5	5	-4	1	0.0
C=CCNCCOCCOc1ccc(Cl)cc1C(C)(C)C	11	99	4	1.4	-0.2	-11	0	-2	1	0.3
Cc1c(NC(=O)C(C)OC(=O)CNC(=O)c2ccccc2)c(=O)n(-c2ccccc2)n1C (stereo unspecified)	6	99	0	1.3	0.0	-6	-1	0	1	-0.1
CC1Cn2c(nnc2-c2cccc(Cl)c2)S1 (stereo unspecified)	-14	102	-2	1.1	-0.3	14	-2	-6	1.1	-0.1
C/C(=N\NC(=O)c1cccc(Br)c1)c1ccc(Br)cc1	5	103	-7	1.1	-7.9	-5	2	0	1	-0.3
O=C(c1ccc(S(=O)(=O)N2CCOCC2)cc1)N1CCN(C2=NS(=O)(=O)c3ccccc32)CC1	x	97	-9	1	0.8	x	2	-9	1.1	-0.3
CCSc1ccc(-c2cccc([N+](=O)[O-])c2)nn1	28	137*	0	1.1	0.3	-28	3	10	0.9	0.3
C=CCC1(O)C(=O)Nc2ccccc21 (stereo unspecified)	7	104	-1	1.1	0.6	-7	-21	-5	1	-0.2
CCN(CC(=O)NC1CCCCCC1)S(=O)(=O)c1ccccc1	-6	104	-2	1.4	0.7	6	-18	-11	1.1	1.0
CN1/C(=C\C=Nc2cc(S(=O)(=O)N3CCOCC3)ccc2N2CCOCC2)C(C)(C)c2ccccc21	2	94	-6	0.97	-0.3	-2	-11	-3	1	-0.5
Cc1ccccc1OCCN1C(=O)NC2(CCc3ccccc32)C1=O (stereo unspecified)	-9	100	-8	0.95	3.3	9	9	-7	1.1	0.6
COc1cccc(-c2nc3ccccc3s2)c1	143*	156*	-3	7.8*	0.0	-143	-10	75*	0.3	-0.1
CC(CCc1ccccc1)NC(=O)C1CCCN(C(=O)c2cc3sccc3n2C)C1 (stereo unspecified)	-4	96	-2	0.72	-0.1	4	15	-6	1.1	-0.5
CCc1nnc(NC(=O)c2ccc(-c3ccccc3F)o2)s1	2	103	-9	1.4	0.1	-2	-3	-1	1	0.0
CCOC(=O)N1CCC(NC(=O)c2ccc3c(c2)sc2nc(-c4ccccc4)cn23)CC1	35	125	-4	0.64	1.4	-35	-4	1	1	0.3
CC(=O)Nc1nc(C(F)(F)F)cs1	-14	92	-4	1.1	-0.3	14	-1	-4	1	-0.3
O=c1[nH]c(/C=C2\C=Nc3ccccc32)c(O)n1Cc1ccccc1F	-63	97	-10	6.9*	-1.9	63*	6	-5	1.1	-0.3
CCOc1cc(NC(=S)NCCCN(C)C)c(OCC)cc1NC(=O)C1CC1	-7	99	6	0.96	-0.2	7	4	5	1	-0.3
C/C(=N\NC(=O)C1(C)CC1(Br)Br)c1ccc(NC(=O)c2ccc(C)o2)cc1 (stereo unspecified)	15	115	-2	0.47	0.0	-15	4	-8	1.1	-0.2
CCc1oc(C(=O)O)cc1CN(CC)CC	-11	99	-2	1.2	0.1	11	-11	-4	1	-0.3
CC1CCCC(N2C(=O)NC(NC(=O)c3ccco3)(C(F)(F)F)C2=O)C1C (stereo unspecified)	7	102	2	1	-0.6	-7	16	-8	1.1	-0.1
CC(=O)Nc1ccc(S(=O)(=O)N(C)c2ccc(OCC(=O)OCC(=O)N3CCCCC3)cc2)cc1	-3	104	-2	1.2	0.0	3	4	-3	1	-0.2
O=C(c1ccco1)N1CCN(C2=NS(=O)(=O)c3ccccc32)CC1	1	100	2	1.1	-0.1	-1	5	-6	1.1	-0.1
O=C(CC1SC(=NC2CCCCC2)NC1=O)Nc1ccccc1 (stereo unspecified)	-7	102	-6	1.1	0.4	7	11	5	1	0.1
COC(=O)c1ccccc1NC(=O)C1CC(=O)N(c2ccc(C)c(C)c2)C1 (stereo unspecified)	-10	101	-2	1	-0.1	10	9	-2	1	-0.4
COc1cccc(C2C(C(=O)Nc3ccccc3)=C(C)N=c3s/c(=C/c4ccc(OCC(=O)O)cc4)c(=O)n32)c1 (stereo unspecified)	-7	92	-3	1.4	-0.7	7	10	-9	1.1	0.0
COc1ccc(-c2cnc(NCc3cc4c(cc3[N+](=O)[O-])OCO4)n2C)cc1	4	102	-6	0.91	0.2	-4	-17	-4	1	-0.2
C[C@@H](C(=O)Nc1ccc2ccccc2c1)[C@H]1C[C@]1(C)[C@H](NC(=O)c1cnccn1)c1ccccc1	-2	91	-4	0.85	0.5	2	7	-1	1	-0.3
CCOC(=O)N1CCN(CC(=O)N2c3ccccc3CCc3ccccc32)CC1	-6	96	-6	0.84	-1.7	6	8	-8	1.1	0.0
O=S(=O)(N/N=C1/CC(c2ccccc2)Oc2ccccc21)c1ccc(Br)cc1 (stereo unspecified)	-4	94	-1	1.2	0.5	4	7	-3	1	-0.3
CCc1nnc(NS(=O)(=O)c2ccc(NC(=O)c3cccc4ccccc34)cc2)s1	19	111	-2	1.1	0.2	-19	11	-2	1	-0.3
C=C(C)CSc1cc(C)c(C#N)c2nc3ccccc3n12	11	95	1	1.3	0.3	-10	-12	2	1	-0.4
O=C(NCc1ccco1)C1CC(=O)N(c2ccc(F)cc2)C1 (stereo unspecified)	-2	101	2	0.88	1.6	2	18	-9	1.1	0.5

Four entries picked at random from those above:
Compound	APP 5'UTR act	STAT1 activator	HMGR II inh	NF-kB neuron act	Redox H2O2 prof	APP 5UTR inh	G6PDH counter	FLuc inhib CS	FLuc act counter	Hsp70 act
O=S(=O)(N/N=C1/CC(c2ccccc2)Oc2ccccc21)c1ccc(Br)cc1 (stereo unspecified)	-4	94	-1	1.2	0.5	4	7	-3	1	-0.3
CCc1nnc(NS(=O)(=O)c2ccc(NC(=O)c3cccc4ccccc34)cc2)s1	19	111	-2	1.1	0.2	-19	11	-2	1	-0.3
C[C@@H](C(=O)Nc1ccc2ccccc2c1)[C@H]1C[C@]1(C)[C@H](NC(=O)c1cnccn1)c1ccccc1	-2	91	-4	0.85	0.5	2	7	-1	1	-0.3
CCOC(=O)N1CCN(CC(=O)N2c3ccccc3CCc3ccccc32)CC1	-6	96	-6	0.84	-1.7	6	8	-8	1.1	0.0

The listing continues.
Compound	APP 5'UTR act	STAT1 activator	HMGR II inh	NF-kB neuron act	Redox H2O2 prof	APP 5UTR inh	G6PDH counter	FLuc inhib CS	FLuc act counter	Hsp70 act
Cc1ccc(-c2nn3c(C)nnc3s2)cc1NC(=O)c1ccc(-c2cccc(Cl)c2)o1	3	102	8	0.52	4.6	-3	7	-4	1	-0.4
COc1ccc(NC(=S)Nc2ccc(OCc3ccccc3)cc2)cc1OC	x	105	-6	1.1	2.0	x	5	-2	1	-0.1
CCNc1nc(C23CC4CC(CC(C4)C2)C3)cs1	1	102	-4	1.2	-0.1	-1	4	-1	1	-0.3
CCCNS(=O)(=O)c1ccc(OCC(=O)NCc2ccco2)cc1	-8	98	-4	1.1	-0.6	8	-12	-3	1	-0.3
Cc1csc(NC(=O)C2CCN(C(=O)CSc3nnc(C)n3Cc3ccccc3)CC2)n1	5	97	-2	1.1	-1.7	-5	-1	-10	1.1	0.3
CCN(CC)c1ccc(N=Cc2ccccc2[N+](=O)[O-])cc1	0	97	0	1	-0.5	0	4	66*	0.3	-0.2
CC(C)Oc1ccc(OCCCN2CCCCCC2)cc1	-12	105	1	0.67	0.1	12	4	-7	1.1	-0.2
Cc1c(NC(=S)NCc2ccc(F)cc2)cccc1[N+](=O)[O-]	13	99	-2	0.95	0.0	-13	2	-5	1	-0.2
CCn1c(C)nc2cc(C(=O)NNS(=O)(=O)c3ccc(C)c(C)c3)ccc21	-3	101	-1	1.2	0.0	3	0	2	1	-0.4
CCOc1ccc2nc(SCC(=O)Nc3ccc4c(c3)OCCO4)[nH]c2c1	18	96	-4	0.96	-1.4	-18	-2	-2	1	0.2
CC(NS(C)(=O)=O)C(c1cccs1)N1CCN(Cc2ccccc2)CC1 (stereo unspecified)	5	96	-7	1.2	0.1	-6	18	-3	1	0.2
CSc1cccc(NC(=O)C2CCN(C(=O)c3ccccc3C)CC2)c1	-12	94	-2	1.1	0.2	12	2	-7	1.1	-0.2
COc1ccc(-c2nn(C)c(=O)c3ccccc23)cc1CNS(C)(=O)=O	11	98	-3	1.4	2.1	-11	0	-3	1	-0.2
COc1ccc(-c2ccc(C#N)c(SCC(=O)NCCc3ccccc3)n2)cc1OC	9	108	-4	1.1	0.0	-9	-42	-1	1	-0.2
O=C(NCc1ccco1)c1ccccc1-c1nc(-c2ccccc2)no1	-8	103	0	0.94	1.4	8	-4	-1	1	-0.1
CCOC(=O)c1cc2occc2n1Cc1c(F)cccc1Cl	-22	103	0	0.96	0.1	22	23	-8	1.1	-0.1
CC(=O)N1N=C(c2cccc([N+](=O)[O-])c2)OC1c1ccccc1Cl (stereo unspecified)	22	107	0	1.4	-6.8	-22	7	-10	1.1	0.2
